High-throughput results deposited in PubChem by several laboratories.
FXIIa mix inh – blocks human factor XIIa in pooled compound mixtures; 62,000 tested, 0.2% active; purified FXIIa, fluorogenic substrate; inhibition, % at 5 µM;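 further: 0% = enzyme without compound and 100% = no enzyme blank; some results filed as inactive read as strong as hits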
JNK3 inh – blocks human JNK3 kinase activity; inhibition, % at 8 µM; 60,000 tested, 0.61% active; P53779; purified JNK3 kinase activity, HTS; in the data active means inhibition above about 17%;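 further: 0% = DMSO and 100% = reference inhibitor; many of its hits are not listed in these tables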
FXIa inh mix – blocks human factor XIa in pooled compound mixtures; P03951; purified FXIa, fluorogenic substrate; inhibition, % at 5 µM; 62,000 tested, 0.19% active;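 further: each value is inhibition by a whole ten-compound pool holding the compound; 0% = enzyme with no mixture and 100% = wells lacking enzyme; strong numbers were not always called active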
Target sequence (P03951 19-387 limits assumed): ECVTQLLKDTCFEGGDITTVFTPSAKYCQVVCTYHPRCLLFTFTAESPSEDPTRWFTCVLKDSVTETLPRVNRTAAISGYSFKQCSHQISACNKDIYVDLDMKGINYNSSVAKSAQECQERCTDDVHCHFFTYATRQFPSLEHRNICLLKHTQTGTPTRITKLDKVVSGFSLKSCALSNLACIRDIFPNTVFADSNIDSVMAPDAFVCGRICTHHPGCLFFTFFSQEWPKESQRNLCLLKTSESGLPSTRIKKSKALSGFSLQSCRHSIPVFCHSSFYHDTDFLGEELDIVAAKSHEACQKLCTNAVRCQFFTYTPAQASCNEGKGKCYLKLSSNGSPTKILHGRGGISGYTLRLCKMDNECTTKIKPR
Target sequence (P03951 388-625 limits assumed): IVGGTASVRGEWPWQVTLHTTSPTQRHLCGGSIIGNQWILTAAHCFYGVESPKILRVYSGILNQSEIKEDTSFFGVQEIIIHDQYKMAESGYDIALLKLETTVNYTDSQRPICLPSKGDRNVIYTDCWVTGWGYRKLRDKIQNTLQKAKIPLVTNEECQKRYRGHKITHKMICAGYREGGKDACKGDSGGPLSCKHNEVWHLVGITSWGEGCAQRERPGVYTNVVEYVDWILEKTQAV
C1s inh – blocks human complement C1s protease activity; purified C1s, fluorogenic AMC substrate, pooled mixtures; 62,000 tested, 0.16% active; mean inhibition % of two 10-compound mixtures (active compounds read high), % at 5 µM (by protocol);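 active means inhibition above 20% in each of the two 10-compound mixture wells holding the compound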;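 further: 0% = enzyme wells lacking compound mixture and 100% = no-enzyme blank wells; some compounds called inactive have numbers as strong as hits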
CatG inh – blocks human cathepsin G enzyme activity; P08311; purified enzyme, AMC-tetrapeptide fluorescence, pooled mixtures; inhibition, % at 5 µM (by protocol); 62,000 tested, 0.2% active;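 active means inhibition above 20% in each of the two mixture wells holding the compound; inactive means inhibition of 20% or less in either well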;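 further: 0% = enzyme control without mixture and 100% = blank lacking enzyme; strong numbers were not always called active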
Target sequence (P08311 21-244 limits assumed): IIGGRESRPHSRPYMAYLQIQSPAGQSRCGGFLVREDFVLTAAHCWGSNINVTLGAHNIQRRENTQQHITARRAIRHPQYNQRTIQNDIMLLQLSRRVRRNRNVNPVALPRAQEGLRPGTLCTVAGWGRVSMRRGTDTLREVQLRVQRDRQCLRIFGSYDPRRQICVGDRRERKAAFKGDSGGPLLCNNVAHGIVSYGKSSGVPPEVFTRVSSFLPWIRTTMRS
PKA kinase inh – PKA (human) kinase inhibition. 65,000 tested, 0.1% active. inhibition, % at 6 µM. AID 524. PKA Kemptide phosphorylation, Kinase-Glo ATP luminescence. P17612;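 active means inhibition above the screen-wide mean inhibition plus 3 SD, cut at about 21% in these data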; further: many of its hits are not listed in these tables
CatL block – blocks human cathepsin L protease activity; purified cathepsin L, fluorogenic substrate, fluorescence; AID 460; inhibition, %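 (tested at 10 µM)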; 58,000 tested, 0.17% active; in the data active means inhibition above about 45%;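 further: 0% = enzyme with no compound and 100% = no enzyme blank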
ROCK2 blocker – blocks human Rho kinase 2 activity. 60,000 tested, 0.35% active. AID 604. purified ROCK2, Kinase-Glo ATP depletion luminescence. inhibition, % at 6 µM. O75116;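 active means inhibition above the screen-wide mean inhibition plus 3 SD, cut at about 18% in these data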;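 further: plate controls were DMSO wells for no effect and Y-27632 control wells after no-enzyme background subtraction for full effect; many of its hits are not listed in these tables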
CatS block – inhibitors of human cathepsin S; P25774; recombinant cathepsin S, AMC dipeptide fluorescence, pooled mixtures; inhibition, %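 (tested at 5 µM per compound within 10-compound mixtures)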; 62,000 tested, 0.06% active; in the data active means inhibition above about 32%, passing the limit was not always enough;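 further: 0% = enzyme without compound and 100% = blank without enzyme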
* marks the source's active call; other numbers are inactive results; x = not tested or not shown. Unless noted, no stated cut-off is given here; in the data, active means inhibition above about 20% (passing the limit was not always enough); inactive means the rest.

Values run as follows: FXIIa mix inh	JNK3 inh	FXIa inh mix	C1s inh	CatG inh	PKA kinase inh	CatL block	ROCK2 blocker	CatS block
> Cc1csc(NC(=O)CNC(=O)OCc2ccccc2)n1
    3	-2	6	13	11	8	6	6	0
> Cc1ccc(CNS(=O)(=O)c2ccc(C(C)(C)C)cc2)n1C
    6	3	-14	-116	-8	3	3	5	-8
> CCn1c(Cc2ccccc2)nnc1SCC(=O)Nc1nc2ccccc2s1
    4	7	7	9	9	8	7	2	3
> O=C(NCc1ccco1)c1cnccn1
    1	0	2	2	8	6	x	6	3
> NC(=O)C1(N2CCCCC2)CCN(C(=O)c2cccs2)CC1
    13	10	6	3	3	7	4	0	4
> CC(=O)c1cccc(NC(=O)c2nccnc2C(=O)O)c1
    2	-2	4	-31	-1	2	3	-5	0
> CCOC(=O)C1CCN(S(=O)(=O)c2ccc(C(=O)OC)cc2)CC1
    9	-2	4	-4	3	-2	9	-1	2
> Cc1ccc(C)c(NC(=O)CSc2nnc([C@@H]3CCCN3C(=O)OC(C)(C)C)o2)c1
    0	7	-1	7	9	8	1	8	-2
> CCOc1ccc(C(=O)N2CCCC2)cc1OC
    0	3	3	18	13	-3	-2	3	-1
> CC(=N\O)/C(CN(C)C)=N/O
    -2	4	4	-34	11	6	-7	0	-3
> O=c1[nH]c(N2CCN(c3ccccc3)CC2)nc2c1CCC2
    0	10	4	9	-5	7	4	4	9
> Cc1c(NC(=O)CSc2ccc3c(c2)OCCO3)c(=O)n(-c2ccccc2)n1C
    -12	2	-7	-69	-7	10	x	6	2
> CC1CCCN(C(=O)c2cc(F)c(F)cc2Cl)C1 (centres undefined)
    -3	4	-1	3	2	3	0	0	6
> CCN(c1cccc(C)c1)S(=O)(=O)c1cccc2nsnc12
    9	x	9	-26	-2	6	-3	x	-7
> C=C(C)Cn1c(SCC#N)nc2ccccc2c1=O
    7	-2	10	18	8	0	10	-1	12
> CCn1cc(C(=O)OCC(=O)N(C)C2CCS(=O)(=O)C2)c(=O)c2ccc(C)nc21 (centres undefined)
    -18	1	3	7	-1	7	13	4	19
> O=c1c2c3c(sc2n(CCN2CCCC2)c(=O)n1Cc1ccco1)CCCCC3
    6	-4	8	7	5	-6	-3	5	3
> CC1(C)CC2(CCO1)OC(=O)CC2C(=O)NCCc1ccccc1 (centres undefined)
    2	2	2	2	-1	13	5	11	1
> CN(C(=O)COC(=O)C1CCN(S(=O)(=O)c2cccs2)CC1)C1CCS(=O)(=O)C1 (centres undefined)
    -14	0	1	2	2	9	-3	3	15
> CC(O)C(=O)NCCOCCOCCNC(=O)C(C)O (centres undefined)
    1	2	6	16	15	7	16	5	10
> c1ccc(Cn2nnc3c(N4CCOCC4)ncnc32)cc1
    -2	1	-1	3	7	10	-5	5	-10
> Cc1cnc(C(=O)Nc2ccc(-n3cnnn3)cc2)cn1
    -14	-6	-5	-30	4	8	-2	5	0
> FC(F)(F)c1cccc(-c2nnc3ccc(C(F)(F)F)cn23)c1
    4	-4	-11	-62	-23	6	17	-20	-1
> CC(C)CCNC(=O)C1C2C=CC3(CN(Cc4ccccc4Cl)C(=O)C13)O2 (centres undefined)
    4	-8	8	16	11	-9	0	4	1
> COc1ccccc1N1CCN(C(c2ccc(Cl)cc2)c2nnnn2C(C)(C)C)CC1 (centres undefined)
    1	7	10	5	3	1	6	2	16
> COCC(=O)Nc1nc2n(n1)C(c1ccccc1Cl)CC(c1ccc(OC)cc1)N2 (centres undefined)
    -1	2	2	0	-3	10	1	4	-6
> O=C(Cc1n[nH]c(=O)c2ccccc12)NCc1ccccn1
    -13	x	10	-9	9	9	3	x	3
> Cc1csc2ncc(C(=O)Nc3ccccc3Cl)c(=O)n12
    4	4	0	5	9	-8	-11	-2	6
> Cc1ccc(-c2noc(C3CCCN(C(=O)c4ccccc4)C3)n2)o1 (centres undefined)
    2	-5	3	14	11	2	-3	0	13
> O=C(CCCN1C(=O)C2C3C=CC(C3)C2C1=O)N1CCN(c2ccccc2)CC1 (centres undefined)
    2	0	5	12	11	8	-3	3	-5
> COC(=O)C1=C(C)NC(=O)CC1c1cccc(Cl)c1Cl (centres undefined)
    11	-6	6	5	9	-8	x	-3	2
> CCOc1ccc2[nH]c(=O)c(CN(CCOC)C(=O)N3CCOCC3)cc2c1
    6	5	2	-5	-4	12	-4	6	-2
> CCOCCCn1c(=S)[nH]c2cc(C(=O)NCCN(CC)CC)ccc2c1=O
    1	0	6	13	10	2	4	1	8
> CC(=O)N1CCN(S(=O)(=O)c2ccc(C)cc2)C1c1ccc(N(C)C)cc1 (centres undefined)
    2	x	8	5	-1	-4	-12	x	-2
> COc1ccc(C2CC(O)(C(C)(C)O)NO2)cc1 (centres undefined)
    2	5	2	0	9	8	15	7	8
> O=C(CCN1CCN(CC(=O)Nc2ccccc2F)CC1)Nc1ccccc1F
    2	-2	0	-11	1	14	5	6	10
> COc1ccc(OC)c(NC(=O)CSc2nc(C)cs2)c1
    3	-6	-2	0	1	7	20	6	5
> c1ccc(C(c2nnnn2Cc2cccs2)N2CCN(C3CCCC3)CC2)cc1 (centres undefined)
    5	0	5	2	-27	4	12	-3	8
> Cc1ccc2cccc(S(=O)(=O)Nc3ccc4c(c3)OCO4)c2n1
    2	0	1	-21	-13	-2	-10	-1	-8
> CC(C)Cc1nnc(NC(=O)CCN2C(=O)c3ccccc3C2=O)s1
    6	-1	9	7	4	-9	-9	-3	-4
> Cc1cccc(NC(=O)CNc2cc(C)ccc2C)c1
    2	x	9	0	14	8	8	x	10
> CCCc1cc(=O)n2[nH]c(NCc3ccccc3F)nc2n1
    -1	3	5	11	10	2	23	4	5
> COc1ccc(S(=O)(=O)N2CCC(C(=O)N3CCc4ccccc4C3)CC2)cc1OC
    2	6	-1	0	-2	9	x	5	-4
> Cn1c(=S)n(/N=C/c2ccc3c(c2)OCO3)c2ccccc21
    1	-6	11	3	2	1	-4	0	-5
> Nc1nc(N2CCCCC2)nc2ccccc12
    -19	0	11	2	3	4	-6	2	18
> Cn1c(CN2CCCC2)nc2cc(NC(=O)COc3ccc(Cl)cc3)ccc21
    -2	-2	7	-42	-8	-3	2	-2	8
> O=C(CSc1nc2cc(Cl)ccc2s1)NC(=O)NCc1ccco1
    2	-1	24	18	16	2	4	2	2
> [O-][N+]12CCN(CC1)c1ccccc12
    0	-4	5	0	-6	-3	-2	-3	-4
> CC1CCc2c(sc3ncn4c(SCC(=O)NCc5ccco5)nnc4c23)C1 (centres undefined)
    10	-1	9	-2	-7	5	-17	0	9
> Cc1ccc(S(=O)(=O)NC2=NCN(Cc3cccnc3)CN2)cc1
    11	5	6	-9	-10	2	5	-6	-7
> Cc1ccnc(NS(=O)(=O)c2cccc3nsnc23)c1
    -6	5	5	14	10	0	8	1	-3
> COc1ccccc1-c1nc(-c2cccc(C)c2)no1
    14	-5	5	3	9	8	2	0	-3
> Cc1c(C(=O)NCCN2CCOCC2)oc2ccccc12
    6	2	7	-2	6	-2	7	-4	19
> CC(C)Cn1c(N)c(C(=O)COC(=O)c2ccc3ccccc3n2)c(=O)n(C)c1=O
    4	4	-14	-118	-12	-3	-2	-4	-6
> CCOC(=O)c1[nH]c(C)c(CN(Cc2ccco2)C(=O)C(F)(F)F)c1C
    9	2	4	4	9	2	-8	-1	-8
> NC(=O)C1(N2CCCCC2)CCN(C(=O)c2ccc(C#Cc3ccccc3)o2)CC1
    5	-2	6	17	12	10	-5	8	-4
> COC(=O)C(NC(=O)c1ccco1)(Nc1ccc(Br)cn1)C(F)(F)F (centres undefined)
    x	-4	x	x	x	6	-6	11	x
> COC(=O)C1=C(C)NC(C)=C(C(=O)OC)C1C(=O)OC1CCCCC1=O (centres undefined)
    2	1	23	20	38	7	-24	4	-13
> CS(=O)(=O)N(CC(=O)N1CCc2ccccc2C1)c1ccc2c(c1)OCO2
    2	-1	6	-11	3	8	33	12	-3
> CCC(=O)N1CCc2cc(S(=O)(=O)N3CCN(c4ccccn4)CC3)ccc21
    4	x	22	-2	-1	-6	-4	x	7

(listing goes on)
Values run as follows: FXIIa mix inh	JNK3 inh	FXIa inh mix	C1s inh	CatG inh	PKA kinase inh	CatL block	ROCK2 blocker	CatS block
> Cn1nc(C(=O)N2CCN(S(=O)(=O)c3ccccc3)CC2)c2ccccc2c1=O
    6	4	0	-3	2	12	0	6	19
> CCCCNC(=O)CC1N=C2c3ccccc3N=C(SCC(=O)Nc3cccc(C)c3)N2C1=O (centres undefined)
    8	x	6	36	-1	-2	x	x	5
> Cc1csc(NC(=O)CCN2C(=O)c3ccccc3S2(=O)=O)n1
    7	4	-6	-14	-17	2	-3	1	5
> O=C(NCc1cccs1)c1cccnc1C(=O)O
    0	-1	5	-42	2	0	-1	-6	-9
> Cc1ccc(NC2=Nc3ccccc3CS2)cc1
    4	0	5	-5	-3	11	6	2	13
> COC(=O)C1CCN(C(=O)CCCOc2ccccc2)CC1
    7	8	2	-19	14	3	13	-2	13
> COc1ccc(C2/C(=C(\O)c3ccc4c(c3)OCCO4)C(=O)C(=O)N2CCCN(C)C)c(OC)c1 (centres undefined)
    0	4	7	-2	11	2	9	2	8
> Cc1cccnc1NCC(O)COc1ccccc1 (centres undefined)
    4	-7	3	0	1	-1	-5	5	7
> CCOc1ccc(C(=O)Nc2c3c(nn2-c2cccc(C)c2C)CS(=O)C3)cc1 (centres undefined)
    -2	-1	9	12	11	-6	7	-5	14

Compounds listed so far with a tert-butyl group, in the order listed:
Values run as follows: FXIIa mix inh	JNK3 inh	FXIa inh mix	C1s inh	CatG inh	PKA kinase inh	CatL block	ROCK2 blocker	CatS block
> Cc1ccc(CNS(=O)(=O)c2ccc(C(C)(C)C)cc2)n1C
    6	3	-14	-116	-8	3	3	5	-8
> Cc1ccc(C)c(NC(=O)CSc2nnc([C@@H]3CCCN3C(=O)OC(C)(C)C)o2)c1
    0	7	-1	7	9	8	1	8	-2
> COc1ccccc1N1CCN(C(c2ccc(Cl)cc2)c2nnnn2C(C)(C)C)CC1 (centres undefined)
    1	7	10	5	3	1	6	2	16
